High-throughput results deposited in PubChem BioAssay by several laboratories.
DAX1 inh-1: inhibitors of DAX1 repression of SF-1 activated StAR promoter; HEK293T StAR-luciferase reporter, SF-1/DAX-1 repression relief; inhibition, % at 6.8 µM; 1.1% of 370,000 active; AID 652010;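 active means inhibition above the mean over all tested compounds plus 3 SD, cut at about 3.6% in these data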;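 further: 0% = DAX-1 cells with DMSO and 100% = cells lacking DAX-1 with DMSO; higher inhibition means more luminescence from relief of DAX-1 repression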
NR1D1 modulator: modulators of human Rev-erb alpha DNA binding | Rev-erbα–FITC-DNA binding, fluorescence polarization, 90 min | AID 1259318 | P20393 | 0.79% of 370,000 active | activity, % at 10 µM;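 active means activity above about 14%, limit read from the data; passing the limit was not always enough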;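 further: 0% = DMSO wells with 35 nM protein and 100% = DMSO wells with 750 nM protein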
Target sequence (P20393 whole entry, looked up): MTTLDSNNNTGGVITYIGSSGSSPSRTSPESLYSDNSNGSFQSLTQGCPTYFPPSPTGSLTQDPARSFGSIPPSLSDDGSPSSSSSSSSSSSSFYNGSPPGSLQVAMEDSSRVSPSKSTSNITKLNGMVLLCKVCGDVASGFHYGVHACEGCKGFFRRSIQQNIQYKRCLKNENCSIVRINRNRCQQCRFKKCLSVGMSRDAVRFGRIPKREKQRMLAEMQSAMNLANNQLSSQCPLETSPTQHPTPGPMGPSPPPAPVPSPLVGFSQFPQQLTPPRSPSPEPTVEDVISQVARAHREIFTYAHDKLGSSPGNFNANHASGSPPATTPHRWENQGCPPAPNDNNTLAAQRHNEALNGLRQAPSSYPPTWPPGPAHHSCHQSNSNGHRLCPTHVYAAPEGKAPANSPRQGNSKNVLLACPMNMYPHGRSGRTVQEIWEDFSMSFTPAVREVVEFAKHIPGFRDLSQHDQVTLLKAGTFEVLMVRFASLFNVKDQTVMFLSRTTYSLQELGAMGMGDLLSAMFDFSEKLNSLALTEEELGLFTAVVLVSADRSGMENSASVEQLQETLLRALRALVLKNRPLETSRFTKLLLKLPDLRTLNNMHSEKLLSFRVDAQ
DAX1 inh-2: inhibits human nuclear receptor DAX1. inhibition, % at 6.75 µM. P51843. 0.99% of 340,000 active. AID 504766. HEK293 Gal4-DAX1 luciferase reporter, luminescence;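 active means inhibition above the mean over all tested compounds plus 3 SD, cut at about 4.2% in these data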;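 further: 0% = DAX1-transfected cells with DMSO and 100% = empty-vector control cells with DMSO; inhibition shows as a rise in luminescence from relieved DAX1 repression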
ssDAF12 agonist: S. stercoralis DAF-12 activation, primary screen | HEK293 ssDAF-12/GRIP1 lit1-tk-luc reporter, luminescence; % of 3 µM dafachronic acid response | activation, % at 6.8 µM | 1% of 370,000 active | AID 652126;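 active means activation above the mean over all tested compounds plus 3 SD, cut at about 0.9% in these data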;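 further: 0% = DMSO-only wells and 100% = 3 µM delta7-dafachronic acid wells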
SMARCA2 activ: SMARCA2 function activation, primary screen. MG213 cells, MMTV-luciferase reporter, dexamethasone, overnight. activation, % at 9.1 µM. 1% of 370,000 active; in the data active means activation above about 7.8%;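 further: 0% = vehicle wells and 100% = reference activator wells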
PLCb3 inh: blocks human PLC-beta3 enzyme activity. Q01970. Purified PLC-beta3, fluorogenic substrate, fluorescence. inhibition, % at 12.2 µM. 0.18% of 370,000 active. AID 720704; in the data active means inhibition above about 11%;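 further: 0% = median of compound wells on plate and 100% = full blocker control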
hgDAF-12 ag: activates the H. glycines DAF-12 receptor ligand-binding domain | HEK293 GAL4-hgDAF12 UAS-luciferase reporter, agonist luminescence; normalized to butyrate control | activation, % at 6.8 µM | 1.8% of 370,000 active | AID 687014;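 active means activation above a cutoff set at the mean of all screened compounds plus 3 SD, cut at about 10% in these data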;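 further: 0% = DMSO wells and 100% = sodium butyrate wells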
hcDAF-12 act: activates DAF-12 receptor from parasite H. contortus; HEK293 hcDAF-12 lit1-tk-luc reporter, luminescence; 0% DMSO, 100% Δ7-dafachronic acid; activation, % at 6.8 µM; 1.4% of 370,000 active; AID 652067;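 active means activation above the mean of all tested compounds plus 3 SD, cut at about 5.5% in these data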;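 further: 100% = response to 3 µM Δ7-dafachronic acid high control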
ADAM17 inh: inhibitors of human ADAM17; 0.83% of 370,000 active; inhibition, % at 6.95 µM; recombinant ADAM17, EDANS/DABCYL FRET peptide cleavage; AID 720648; P78536;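 active means inhibition above the mean of compounds lying between control limits plus 3 SD, set per campaign, cut at about 8.5% in these data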;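 further: 0% = DMSO-only wells as the low control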
PLC-gamma1 inh: blocks human PLC-gamma1 enzyme activity. inhibition, % at 12.2 µM. P19174. purified PLC-gamma1, fluorogenic substrate, fluorescence. AID 720700. 0.84% of 370,000 active; in the data active means inhibition above about 9.5%
MBD2 inh: blocks human MBD2 binding to methylated DNA; TR-FRET, MBD2 binding to methylated oligonucleotide; AID 686964; inhibition, % at 4.4 µM; 0.31% of 370,000 active; in the data active means inhibition above about 13%
Target sequence (Q9UBB5 whole entry, looked up): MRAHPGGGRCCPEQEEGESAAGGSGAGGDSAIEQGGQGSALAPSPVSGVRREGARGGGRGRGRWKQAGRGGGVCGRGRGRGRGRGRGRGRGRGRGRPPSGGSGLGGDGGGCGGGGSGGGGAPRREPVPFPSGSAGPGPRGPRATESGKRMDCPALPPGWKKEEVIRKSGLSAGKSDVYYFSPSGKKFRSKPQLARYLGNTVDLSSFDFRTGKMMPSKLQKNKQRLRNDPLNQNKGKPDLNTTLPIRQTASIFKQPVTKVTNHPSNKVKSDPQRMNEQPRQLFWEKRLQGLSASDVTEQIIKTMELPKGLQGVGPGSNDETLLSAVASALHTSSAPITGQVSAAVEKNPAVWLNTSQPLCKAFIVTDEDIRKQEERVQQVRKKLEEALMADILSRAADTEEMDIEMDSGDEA
* marks the source's active call; other numbers are inactive results; x = no result given. An unsorted share of the library. Share with any hit: about 7.4%.

Structure	DAX1 inh-1	NR1D1 modulator	DAX1 inh-2	ssDAF12 agonist	SMARCA2 activ	PLCb3 inh	hgDAF-12 ag	hcDAF-12 act	ADAM17 inh	PLC-gamma1 inh	MBD2 inh
Cc1noc(C)c1S(=O)(=O)NCCc1ccc(S(N)(=O)=O)cc1	0.1	-1.2	1.1	-0.9	0.5	1.1	-0.6	0.2	1.7	4.3	-1.6
CCSc1nnc2c(n1)OC1(CCCC1)Nc1ccccc1-2	1.4	-2.5	-0.1	-0.3	-4.3	-13.7	2.1	4.9	0.4	-13.1	-7.3
CCn1cc([N+](=O)[O-])c(C(=O)N2N=C(c3ccc4ccccc4c3)CC2c2ccccc2O)n1 (stereo not drawn)	-0.8	-21.5	0.4	-0.5	-1.8	2.9	-1.1	5.0	9.1*	1.6	1.1
CCOC(=O)c1cnc(-n2nc(C)cc2C)nc1N(C)C	1.3	-5.7	0.8	0.3	1.5	-1.1	8.5	1.5	-2.1	-1.4	3.5
CN(C)C(CNC(=O)c1cc(S(=O)(=O)N(C)c2ccc(F)cc2)ccc1Cl)c1ccco1 (stereo not drawn)	-1.7	-5.2	-0.9	-0.9	-1.6	-6.7	-1.1	-1.3	-5.1	-4.1	2.9
CCN(C(=O)c1cnc(N2CCN(c3ncccn3)CC2)c2ccccc12)c1cccc(Cl)c1	-2.8	9.1	-1.7	-2.2	-3.5	-41.8	-5.2	-3.3	-2.6	-40.5	1.8
FC(F)(F)c1ccc(Cn2ccc3ccc(-c4ccc5ccn(Cc6ccc(C(F)(F)F)cc6)c5c4)cc32)cc1	-0.6	8.9	x	-0.8	-2.1	-39.6	3.9	0.2	-12.8	-30.6	-3.9
CC(C)NC(=O)c1ccc(COCC(F)(F)F)cc1	-0.4	0.4	-0.2	-1.1	0.0	3.2	1.3	0.8	0.3	0.9	1.0
COc1cc(C(=O)NC23CC4CC(CC(C4)C2)C3)cc(OC)c1OC	-0.2	-0.8	-0.1	-1.3	-3.1	6.1	2.4	0.0	-0.2	3.1	-3.0
Cc1ccc(S(=O)(=O)N2CCN(C(=O)c3ccco3)CC2)cc1C	-0.1	-0.4	-0.9	-1.4	0.4	-4.3	-2.7	-0.8	-6.4	1.6	2.7

Remaining list, next part:
Structure	DAX1 inh-1	NR1D1 modulator	DAX1 inh-2	ssDAF12 agonist	SMARCA2 activ	PLCb3 inh	hgDAF-12 ag	hcDAF-12 act	ADAM17 inh	PLC-gamma1 inh	MBD2 inh
O=S(=O)(N/N=C/c1ccccc1OCc1ccc(Cl)cc1)c1ccccc1	0.8	0.4	1.9	-1.8	1.3	-2.6	2.4	0.1	4.7	0.4	3.2
O=[N+]([O-])c1cc(S(=O)(=O)Nc2ccc(Cl)cc2)ccc1N/N=C/c1ccncc1	-0.4	-20.2	0.3	-0.8	-1.8	2.0	-1.2	-1.4	-2.1	2.7	-3.0
CCc1ccccc1NC(=O)CCC(=O)OCC(=O)c1ccc(-c2ccccc2)cc1	0.2	6.8	0.8	-1.5	0.4	-0.6	1.9	-0.1	-3.6	-2.8	-3.3
O=C1CC(Sc2ncccn2)C(=O)N1c1ccccc1C(F)(F)F (stereo not drawn)	-1.0	4.7	-0.7	-1.0	-3.7	-2.6	-0.5	-0.3	3.9	-2.6	5.0
O=C(O)CC(Cc1ccccc1)C(=O)Nc1ccc([N+](=O)[O-])cc1 (stereo not drawn)	-0.1	-3.5	-1.7	-1.2	-2.5	0.3	4.4	-1.5	-2.6	-0.2	3.7
COc1ccccc1N1CCN(C(c2cc3ccc(C)cc3[nH]c2=O)c2nnnn2C2CCCC2)CC1 (stereo not drawn)	-0.7	2.4	-1.0	-1.2	-3.0	-17.1	0.7	-0.3	-9.2	-12.5	-1.3
NC(Cc1ccc(O)c([N+](=O)[O-])c1)C(=O)O (stereo not drawn)	0.0	1.7	0.6	-1.8	-3.5	-0.5	-0.1	1.7	-2.9	-0.3	2.1
N#Cc1ccc(C2=CC(=O)C[C@H](c3ccc(F)cc3)C2)cc1	-0.7	4.5	-1.1	-1.6	0.9	0.8	-0.3	-0.9	3.5	2.4	5.3
Cc1ccc(-c2nnc(-c3ccc(Br)cc3)o2)o1	0.4	2.1	-1.4	-1.3	5.1	-9.8	1.5	0.5	-13.2	-7.5	-1.6
c1ccc(COc2cccc(-c3cc4nc(NCc5ccc6c(c5)OCO6)ccn4n3)c2)cc1	-1.6	2.3	x	-2.0	-0.1	-96.5	0.7	-0.5	-27.4	-67.7	-1.4

(more compounds)
Structure	DAX1 inh-1	NR1D1 modulator	DAX1 inh-2	ssDAF12 agonist	SMARCA2 activ	PLCb3 inh	hgDAF-12 ag	hcDAF-12 act	ADAM17 inh	PLC-gamma1 inh	MBD2 inh
CC(C)[C@H](NC(=O)N1CC(=O)Nc2ccccc21)C(=O)Nc1nccs1	0.1	-3.6	-0.1	-0.2	-1.1	-7.6	0.7	2.7	-1.3	-5.4	-5.9
CCCC(=O)c1cc2c(cc1NC(=O)CC)OCCO2	-0.3	2.6	-2.6	-1.2	-0.3	-129.5	-0.4	-1.0	-10.6	-125.7	-3.8
CCCCOC(=O)CCn1[nH]c(=O)c2ccccc2c1=O	0.3	2.4	1.6	-1.1	-3.6	-32.0	-0.7	-0.5	-8.9	-21.5	9.1
CN1CCN(c2ccc(NC(=O)c3ccc(C#N)cc3F)cc2Cl)CC1	0.5	-2.5	-0.5	-1.1	-2.4	-1.9	3.4	3.6	0.3	0.8	-4.0
Nc1nc(=O)n(C2CCCO2)cc1Br (stereo not drawn)	-0.1	-1.1	3.5	-0.4	-0.2	2.1	4.2	-1.2	-1.4	-4.4	-0.4
COc1ccc(C(C)NCCC(c2ccc(OC(C)C)cc2)c2ccccc2OC)cc1 (stereo not drawn)	-0.6	-1.4	-0.4	-1.6	-2.6	0.2	-3.8	-1.0	5.1	16.4*	-7.3
O=S(=O)(c1ccc(F)cc1)N1CCN(CCOc2ccccc2)CC1	-0.9	-0.1	-0.1	-1.0	-3.9	4.2	2.9	-0.9	2.0	1.7	-2.2
O=C(CSC(=S)N1CCCC1)N1CCN(S(=O)(=O)c2cccc([N+](=O)[O-])c2)CC1	0.6	4.3	0.8	-0.9	1.7	-6.1	-0.8	1.6	-1.4	0.8	-0.5
CC1CCN(CC(=O)Nc2ccccc2Sc2ccccc2)CC1	0.0	-1.4	-0.6	-0.9	-1.6	-0.4	2.2	0.7	0.1	-0.4	-4.4
O=C(CN1CCN(CCO)CC1)Nc1ccccc1	0.0	-0.3	-0.8	-0.7	3.2	8.4	0.6	0.4	-0.9	5.0	-7.0

The list continues.
Structure	DAX1 inh-1	NR1D1 modulator	DAX1 inh-2	ssDAF12 agonist	SMARCA2 activ	PLCb3 inh	hgDAF-12 ag	hcDAF-12 act	ADAM17 inh	PLC-gamma1 inh	MBD2 inh
CCOc1cccc(=O)c2c(C)n(Cc3ccccc3)c(C)c12	0.1	-5.5	1.5	-1.4	2.0	-5.2	-1.1	-1.3	-3.4	-5.8	0.1
CCOC(=O)c1c(NC(C)=O)sc2c1CCN(Cc1ccccc1)C2	0.5	2.5	0.3	-1.5	-2.2	-0.3	-1.6	0.2	-0.2	1.3	5.8
Cc1ccnc(Nc2nc(-c3ccc(O)cc3)cs2)c1	0.5	1.2	1.9	-1.0	0.4	-3.4	8.3	-1.2	2.6	2.8	-2.5
COc1cc2c(cc1OC)[C@@H](NC(=O)CCc1ccccc1)[C@H](O)C2	-0.5	3.3	-0.7	-0.5	-2.2	0.6	0.2	-0.7	-5.2	-1.5	6.8
c1csc(-c2nc(-c3ccncc3)no2)c1	2.7	-4.3	1.2	-0.8	2.5	6.2	10.9*	1.3	-1.5	1.2	-2.1
NC(Cc1ccc(C(F)(F)F)cc1)c1csc(NC(=O)Nc2ccccc2)n1 (stereo not drawn)	-0.4	5.8	x	-1.3	-1.8	4.4	1.5	-1.9	-2.6	3.9	1.1
Cc1ccc(S(=O)(=O)NCCSc2nnnn2-c2ccccc2)cc1	0.3	0.6	-1.2	-1.3	-3.5	0.4	4.7	-1.1	-0.8	-2.3	-0.6
CCc1nnc(SCC(=O)Nc2ccc3c(c2)OCO3)o1	-0.3	0.2	0.6	-1.8	0.1	1.6	3.3	-0.8	-9.5	-0.7	5.1
S=c1[nH]nc(-c2ccccc2)c2ccccc12	-0.1	-2.4	0.4	-1.2	-1.4	2.9	-4.3	-2.2	-4.5	8.8	6.7
Cc1ccc(C(C(=O)Nc2ccc3c(c2)OCO3)N(C)C(=O)/C=C\c2ccc3c(c2)OCO3)cc1 (stereo not drawn)	-1.1	4.7	-1.7	-0.9	0.1	-10.2	-1.8	-3.6	-0.1	-9.0	0.6

Continuation.
Structure	DAX1 inh-1	NR1D1 modulator	DAX1 inh-2	ssDAF12 agonist	SMARCA2 activ	PLCb3 inh	hgDAF-12 ag	hcDAF-12 act	ADAM17 inh	PLC-gamma1 inh	MBD2 inh
CN(C(=S)NC(=O)Cc1ccccc1)c1ccccc1	-0.2	3.5	4.1	-0.2	-0.8	4.3	2.4	2.0	-1.1	1.8	1.4
C=CCOc1ccc(C(=O)/C=C2/C(=O)Nc3ccccc32)cc1	-0.8	1.8	-0.8	-1.1	3.2	-4.9	2.9	-2.2	-0.1	0.8	5.1
OC[C@H]1O[C@@H](c2nc(-c3nc(-c4ccc(F)cc4)no3)cs2)[C@H](O)[C@@H](O)[C@H]1O	1.4	4.2	x	-0.8	-0.9	-0.3	5.7	-0.8	-0.7	0.0	1.7
COc1ccc(C(=O)CNc2ccc3ccccc3c2)cc1	0.2	4.9	x	0.3	4.9	-67.6	8.8	5.9*	-34.9	-65.5	-4.1
COc1ccc(N2C(=O)CC(N3CCOCC3)C2=O)cc1 (stereo not drawn)	-0.4	2.3	-0.7	-1.8	1.3	2.7	-1.4	0.6	-2.2	0.6	-1.3
Cc1ccc2nc(-c3ccccc3)c(Cc3ccccn3)n2c1	5.1*	1.2	x	1.4*	4.6	-61.4	13.4*	7.4*	-28.5	-41.0	6.8
C/C(=N\NS(=O)(=O)c1ccccc1)c1ccccc1	0.0	1.9	0.8	-0.1	-2.2	-0.1	-0.9	-1.3	1.3	-0.1	4.2

Three compounds from above, sorted by the value under ADAM17 inh, ascending.
| compound | ADAM17 inh |
| --- | --- |
| COc1ccc(C(=O)CNc2ccc3ccccc3c2)cc1 | -34.9 |
| Cc1ccc2nc(-c3ccccc3)c(Cc3ccccn3)n2c1 | -28.5 |
| C/C(=N\NS(=O)(=O)c1ccccc1)c1ccccc1 | 1.3 |
